Screening results: PubChem BioAssay, several laboratories
V1aR counter: V1a receptor agonism, counter-screen for OXTR agonists; CHO-V1R cells, Fluo-8 calcium fluorescence, agonist mode; 0% DMSO, 100% 3 nM vasopressin; P37288; activation, % at 3 µM; actives 0.25% (n = 320,000);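 active = activation above the mean activation of all tested compounds plus 3 SD, per screening run, cut at about 20% in these data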;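 note: signal is peak over basal fluorescence ratio across a 100 second FLIPR read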
Target sequence (P37288 whole entry, looked up): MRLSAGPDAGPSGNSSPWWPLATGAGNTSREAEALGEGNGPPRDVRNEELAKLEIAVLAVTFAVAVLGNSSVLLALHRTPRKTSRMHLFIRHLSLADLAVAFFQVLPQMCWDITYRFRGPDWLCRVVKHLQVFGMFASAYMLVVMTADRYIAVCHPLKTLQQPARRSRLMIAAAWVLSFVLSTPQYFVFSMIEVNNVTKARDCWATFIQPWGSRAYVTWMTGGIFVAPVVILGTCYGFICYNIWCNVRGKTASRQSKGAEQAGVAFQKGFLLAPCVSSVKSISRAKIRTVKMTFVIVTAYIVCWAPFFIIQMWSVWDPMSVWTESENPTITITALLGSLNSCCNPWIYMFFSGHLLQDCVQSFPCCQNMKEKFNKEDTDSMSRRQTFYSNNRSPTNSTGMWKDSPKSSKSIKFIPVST
IMP-1 inhibitor: blocks Pseudomonas aeruginosa IMP-1 metallo-beta-lactamase; purified IMP-1, nitrocefin hydrolysis, epi-absorbance fluorescence; inhibition, % at 5.6 µM; actives 0.45% (n = 290,000);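 active = inhibition above the mean plus 3 SD of all compounds in the same screening run, cut at about 4.5% in these data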;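 note: 0% = IMP-1 with DMSO and 100% = DMSO wells lacking enzyme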
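System: purified recombinant IMP-1 beta-lactamase. Medium: Zinc- and detergent-supplemented HEPES buffer, pH 7.1. Compound: one 5.6 µM dose […]. Schedule: 15 min preincubation plus 25 min reaction at 25 °C. Technique: Epi-absorbance fluorescence, 480 nm excitation, 530 nm emission.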
GPR7 antagonist: human neuropeptides B/W receptor 1 antagonism. actives 1.1% (n = 290,000). GPR7-expressing cells, fluorescence antagonist assay. P48145. inhibition, % at 4.4 µM; in the data active = inhibition above about 16%, passing the limit was not always enough;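 note: cells stimulated with the agonist NPW; 0% = agonist with vehicle and 100% = vehicle without agonist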
PHOSPHO1 inh: PHOSPHO1 (human) inhibition; Q8TCT1; recombinant PHOSPHO1, absorbance phosphatase assay; inhibition, % at 13.3 µM; actives 1.1% (n = 290,000); in the data active = inhibition above about 60%
Target sequence (Q8TCT1 whole entry, looked up): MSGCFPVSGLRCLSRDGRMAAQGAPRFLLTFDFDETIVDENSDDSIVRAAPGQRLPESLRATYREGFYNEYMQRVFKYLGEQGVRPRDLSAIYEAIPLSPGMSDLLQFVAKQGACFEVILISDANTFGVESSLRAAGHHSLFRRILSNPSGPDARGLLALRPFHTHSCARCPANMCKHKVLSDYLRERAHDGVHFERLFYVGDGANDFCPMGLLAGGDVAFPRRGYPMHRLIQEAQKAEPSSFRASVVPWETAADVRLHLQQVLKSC
HCV NS3 hel inh: inhibitors of Hepatitis C virus NS3 helicase | NS3 helicase DNA unwinding, Cy5 molecular beacon fluorescence | actives 0.56% (n = 290,000) | AID 1800 | inhibition, % at 10.9 µM;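 active = inhibition above the mean of all tested compounds plus 3 SD, set per campaign, cut at about 35% in these data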;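 note: 0% = DMSO wells and 100% = thioflavine S control wells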
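test system = hepatitis C virus NS3 helicase domain fragment enzyme | reagent = annealed dual-labelled DNA beacon duplex, ATP-started | times = 1 h at 25 °C | detection = Cy5 fluorescence, 0 and 60 min reads | read-out basis = percent inhibition from t60/t0 fluorescence ratio | control set = DMSO and thioflavine S | replication = one well per compound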
VIM-2 inh: blocks Pseudomonas aeruginosa VIM-2 metallo-beta-lactamase. purified VIM-2, nitrocefin hydrolysis, epi-absorbance fluorescence. inhibition, % at 5.6 µM. actives 0.89% (n = 290,000);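 active = inhibition above the mean of all tested compounds plus 3 SD, cutoff set per screening run, cut at about 7.5% in these data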;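 note: red hydrolysis product quenches plate fluorescence so inhibitors raise well fluorescence; 0% = enzyme with DMSO and 100% = DMSO without enzyme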
FID counter: counter-screen for HCV NS3 helicase inhibitors: DNA intercalator displacement; DNA fluorescent intercalator displacement, fluorescence; inhibition, % at 7.9 µM; actives 0.17% (n = 290,000); AID 1845; in the data active = inhibition above about 37%;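 note: 0% = vehicle and 100% = reference compound; higher means more ethidium bromide displaced from hairpin DNA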
GalR3 antagonist: antagonists of human GalR3; O60755; actives 0.44% (n = 360,000); HEK293 GalR3-CNG cAMP membrane potential fluorescence; galR3 body fused to GalR1 C-terminus; inhibition, % at 3 µM;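 active = inhibition above the screen-wide average plus 3 SD, cut at about 13% in these data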;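 note: forskolin and galanin both at EC90 stimulate the cells; cAMP rise reported by CNG channel membrane potential dye signal; 0% = forskolin plus galanin with DMSO and 100% = forskolin alone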
OXTR ag: human OXTR agonism. P30559. CHO-OTR cells, Fluo-8 calcium fluorescence; normalized: DMSO 0%, oxytocin 100%. activation, % at 3 µM. actives 0.32% (n = 320,000). AID 2435;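 active = activation above the mean of all tested compounds plus 3 SD, cutoff set per screening run, cut at about 20% in these data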;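 note: peak over basal fluorescence ratio from a 100 s FLIPR kinetic read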
Target sequence (P30559 whole entry, looked up): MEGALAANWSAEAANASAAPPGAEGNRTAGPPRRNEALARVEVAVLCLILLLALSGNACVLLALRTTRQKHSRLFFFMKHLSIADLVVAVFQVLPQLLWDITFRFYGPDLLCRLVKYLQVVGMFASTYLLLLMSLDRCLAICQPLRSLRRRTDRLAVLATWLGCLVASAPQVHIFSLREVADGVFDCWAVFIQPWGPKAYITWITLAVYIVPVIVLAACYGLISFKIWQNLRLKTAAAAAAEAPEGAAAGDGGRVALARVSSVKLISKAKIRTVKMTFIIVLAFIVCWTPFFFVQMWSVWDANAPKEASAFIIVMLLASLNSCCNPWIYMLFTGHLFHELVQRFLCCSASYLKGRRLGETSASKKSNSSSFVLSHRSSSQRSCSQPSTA
Active calls of the source: *; / = not tested or not shown. Random draw from the library; any-hit rate near 4.3%.

Results follow in this order: V1aR counter	IMP-1 inhibitor	GPR7 antagonist	PHOSPHO1 inh	HCV NS3 hel inh	VIM-2 inh	FID counter	GalR3 antagonist	OXTR ag
1) CCc1cc2cc(C)cc(C)c2nc1Cl
  0.6	-3.4	-10	20	0	-2.4	-2	-2	-0.4
2) CCn1c(SCC(=O)N2CCN(c3ccc(Cl)cc3)CC2)nc2ccccc2c1=O
  0.3	3.7	-12	66*	-4	-3.2	-3	0	-0.9
3) CCOc1ccc(NC(=O)CC2C(=O)NCCN2C(=O)c2ccc(Cl)cc2)cc1 (stereo unspecified)
  -0.6	-0.7	5	40	10	-1.8	-16	3	-0.6
4) COc1cc(C2NC(=O)N(C)C(C)=C2C(=O)OCc2ccccc2)cc(Br)c1O (stereo unspecified)
  1.0	-1.6	-14	34	-9	-2.7	-17	-2	0.1
5) Cc1cc(C)c(C(CC(=O)c2cccs2)C(C#N)C#N)c(C)c1 (stereo unspecified)
  -0.5	-1.8	-9	6	-7	-3.5	-10	0	-2.5
6) CC(CNC(=O)c1ccco1)NC(=O)c1ccco1 (stereo unspecified)
  1.1	-2.8	-8	40	-6	-3.2	-2	-7	0.2
7) COc1ccc(N2CCN(C(=S)Nc3ccccc3)CC2)cc1
  0.3	-2.1	-11	34	-1	-1.5	-12	-10	-0.2
8) COc1cc(Cl)c(S(=O)(=O)NCc2ccccn2)cc1Cl
  0.4	-3.0	-6	6	-9	-1.6	-4	-1	0.0
9) COC(=O)C(Cc1c[nH]c2ccccc12)NC(=O)c1cccs1 (stereo unspecified)
  3.9	-1.4	-12	17	6	-0.9	-1	-4	5.1
10) O=C(CCCOc1ccc(Cl)cc1Cl)Nc1ncccn1
  -0.7	-2.4	-21	-10	-1	-1.1	-7	2	-0.2

More entries follow:
Results follow in this order: V1aR counter	IMP-1 inhibitor	GPR7 antagonist	PHOSPHO1 inh	HCV NS3 hel inh	VIM-2 inh	FID counter	GalR3 antagonist	OXTR ag
11) Cc1ccc(NC(=O)CS(=O)CC(=O)Nc2cnc3ccccc3c2)cc1Cl (stereo unspecified)
  1.1	-2.6	2	17	-11	-4.1	-8	-10	0.1
12) COc1ccc(CN2CCNC(=O)C2CC(=O)NCCCC2CCCC2)c(F)c1 (stereo unspecified)
  -0.4	-2.1	0	12	-44	-2.9	-29	-2	-1.9
13) CCC(C)C(NC(=O)c1ccccc1NC(=O)c1ccc(OC)cc1)C(=O)NCCCn1ccnc1 (stereo unspecified)
  0.4	-2.0	-6	0	-13	-1.4	17	-7	-0.1
14) COC(=O)[C@H](C)NC(=O)NCc1ccccc1F
  0.0	-3.1	-4	5	-3	-1.9	1	3	0.4
15) O=C(COc1ccccc1Cl)NCCNC(=O)c1ccccn1
  1.0	-2.7	-6	30	6	-3.0	-10	-2	0.8
16) CCC(CC)NC(=O)C1CC(=O)N(CCc2ccc(F)cc2)C1 (stereo unspecified)
  0.5	-0.7	3	8	4	1.2	-14	-10	-0.9
17) Cc1ccc(C(=O)c2c[nH]c(C(=O)NCCCN3CCOCC3)c2)cc1
  -0.1	-1.8	13	42	-5	-1.6	-1	-5	-0.4
18) Cc1ccc(/C=C/C(=O)Nc2ccccc2C(N)=O)cc1
  -0.3	-0.9	5	0	-2	-1.6	-6	/	-1.6
19) NC(=O)C(c1ccc(Cl)cc1Cl)c1ncc(C(F)(F)F)cc1Cl (stereo unspecified)
  2.0	-2.4	4	-24	-4	-2.6	-22	3	-0.4
20) O=C(O)c1ccc(CSc2nnc(-c3ccccc3)n2-c2ccccc2)cc1
  0.5	-5.2	-13	24	11	-2.3	-44	-1	0.5

Going on with the list:
Results follow in this order: V1aR counter	IMP-1 inhibitor	GPR7 antagonist	PHOSPHO1 inh	HCV NS3 hel inh	VIM-2 inh	FID counter	GalR3 antagonist	OXTR ag
21) N#C/C(=C\c1cc(Cl)c(OCc2ccc(Cl)cc2)c(Cl)c1)C(N)=O
  -0.1	-2.7	-10	20	11	-3.7	7	/	0.3
22) COc1ccc(CCNC(=O)CSc2n[nH]c(N)n2)cc1OC
  0.5	-4.0	-9	17	1	-3.8	-7	-8	0.5
23) O=C(CSc1ccc2nnc(-c3ccccn3)n2n1)NCC1CCCO1 (stereo unspecified)
  0.8	-4.1	-4	26	-5	-2.7	0	2	0.4
24) COC(=O)C1=C(C)N(CCCC(=O)O)C(=O)NC1c1cccs1 (stereo unspecified)
  0.8	1.8	-3	8	6	-2.1	-3	-3	0.3
25) CCCCN(Cc1ccccc1)S(=O)(=O)c1c(N)n(C)c(=O)n(C)c1=O
  0.9	-0.5	-25	43	15	-0.6	-28	-3	-0.2
26) Nc1ccc(NC(=O)CCN2CCOCC2)cc1
  /	-4.8	-5	19	-1	-2.2	-2	-7	/
27) CNC(=S)N1N=C(c2ccc(Br)cc2)CC1c1ccc(OC)cc1 (stereo unspecified)
  -0.4	-1.1	8	-1	-12	-2.3	-22	-6	-0.9
28) Cc1ccc(S(=O)(=O)c2c[nH]c3ccc(C)cc3c2=O)cc1
  /	-1.6	1	6	-5	0.6	-11	-13	/
29) COc1ccc(CC(=O)NCc2nnc(SCC(=O)Nc3nccs3)n2C)cc1
  0.1	-3.9	-12	37	1	-8.2	-2	-9	-2.0
30) Cc1ccc(NC(=O)CN(C)S(=O)(=O)c2cccs2)c(Br)c1
  2.4	-2.7	-13	40	0	-1.0	-18	-2	0.9

Next section
Results follow in this order: V1aR counter	IMP-1 inhibitor	GPR7 antagonist	PHOSPHO1 inh	HCV NS3 hel inh	VIM-2 inh	FID counter	GalR3 antagonist	OXTR ag
31) CCN(CC(=O)Nc1sc2c(c1C#N)CCCC2)Cc1nc2ccccc2c(=O)[nH]1
  0.7	-3.2	-11	20	3	-4.5	-5	1	0.4
32) Cc1ccc2c(c1)sc1nc(=O)n(-c3ccccc3)c(=O)n12
  1.4	-3.1	4	44	16	-2.7	-3	-7	-2.4
33) O=C(CCCCn1c(=O)c2ccccc2n(CC(=O)NC2CCCC2)c1=O)NC1CCCC1
  0.1	-0.6	1	42	8	-5.0	0	0	-0.4
34) Cc1ccc(-c2csc(NC(=O)COC(=O)c3cccc(S(=O)(=O)N4CCOCC4)c3)n2)cc1
  0.7	-1.9	-4	26	-7	-1.5	1	-6	-0.9
35) CN1CCN(C(=S)Nc2ccc(S(N)(=O)=O)cc2)CC1
  -0.4	-1.8	-17	25	0	-0.5	-2	-5	-0.1
36) CC(C)CN1C(=S)SC(C)(C)C1n1oc(=O)n(-c2ccc(Cl)cc2)c1=O (stereo unspecified)
  0.2	-0.5	-7	1	2	-1.5	1	/	-0.1
37) O=C(NC(=S)Nc1cccc([N+](=O)[O-])c1)c1ccco1
  1.5	-1.4	5	-14	0	-2.5	4	-11	0.2
38) Cc1ccc2c(c1)Cc1nc3ccccc3nc1-2
  -0.4	-0.6	-3	-26	3	1.7	-3	-5	-2.3
39) CCS(=O)(=O)NCCc1csc(-c2ccccc2)n1
  0.5	-2.6	-18	-22	6	-0.2	7	-2	-0.1
40) CCC1Oc2ccc(C)cc2N(CC(=O)N(Cc2ccc(C)o2)C2CCCC2)C1=O (stereo unspecified)
  -0.6	-3.1	-1	-4	6	-3.4	-32	-3	-1.9

Following part.
Results follow in this order: V1aR counter	IMP-1 inhibitor	GPR7 antagonist	PHOSPHO1 inh	HCV NS3 hel inh	VIM-2 inh	FID counter	GalR3 antagonist	OXTR ag
41) Cc1cccc2c(C(=O)N3CCN(C(=O)c4ccco4)CC3)cc(-c3cccc(Br)c3)nc12
  0.8	-0.8	-1	38	-15	0.3	-19	-4	-2.4
42) O=[N+]([O-])c1cc(C(F)(F)F)ccc1-n1nnc2ccccc21
  -0.8	-2.2	-5	-4	3	-3.5	1	-10	-2.3
43) COc1ccc(CN(Cc2ccc(OC)cc2)S(=O)(=O)c2ccc(-n3cnnn3)c(C)c2)cc1
  2.1	-1.2	-11	3	1	-2.3	5	-1	3.0
44) O=C1C2C3C=CC(c4ccccc4)(C2C(=O)N1c1cccc(Cl)c1)C1C(=O)N(c2cccc(Cl)c2)C(=O)C31 (stereo unspecified)
  1.5	-3.6	8	9	-5	-3.8	-8	-5	6.7
45) CCc1nc2ccc(C)cc2c(C(=O)Oc2cccc3cccnc23)c1C
  0.5	-4.8	-1	11	-1	-1.0	0	-1	-0.7
46) CCN(C(=O)c1cc2cc(OC)ccc2oc1=O)c1cccc(C)c1
  -0.6	1.2	-9	6	4	-0.2	-20	-5	0.2
47) CCOC(=O)c1c(-c2ccccc2)oc2ccc(OCC(=O)NNC(=O)CCCC(=O)O)cc12
  /	-1.2	3	-1	6	1.4	-44	-8	/
48) Cc1ccc(S(=O)(=O)/N=C(\CN2CCOCC2)N2CCCC2)cc1
  0.0	-1.3	-12	-36	7	-0.4	-3	-2	-0.6
49) O=[N+]([O-])c1ccc(-c2ccc(C=Nc3cccc4ccccc34)o2)cc1
  0.3	-0.4	-3	8	19	2.4	0	-3	-1.0
50) Cc1ccc(C(NC(=O)N2CCOCC2)=C(Cl)Cl)cc1F
  -0.7	-1.8	-15	-16	2	-3.4	1	-6	-1.5

More entries follow:
Results follow in this order: V1aR counter	IMP-1 inhibitor	GPR7 antagonist	PHOSPHO1 inh	HCV NS3 hel inh	VIM-2 inh	FID counter	GalR3 antagonist	OXTR ag
51) CN1C(=O)CC(N2CCN(c3ccccc3)CC2)C1=O (stereo unspecified)
  1.9	-1.6	-2	/	-8	-3.5	-1	-2	-0.8
52) CC1(C)CC(=O)c2c(O)cc(OCc3ccc(Br)cc3)cc2O1
  1.0	-2.1	-1	-13	-1	-0.7	0	-8	0.4
53) CN(CCOc1ccc(-c2ccn(S(=O)(=O)c3ccc(Cl)cc3)n2)cc1)c1ccccn1
  -0.1	-3.2	19*	-8	-18	-0.3	-2	-6	0.1
54) O=C(Nc1ccncc1)c1ccccc1[N+](=O)[O-]
  -0.3	-0.4	5	2	-7	0.3	-3	-3	-0.5
55) O=C(CSc1nc(C2CC2)nc2ccccc12)Nc1cccc(O)c1
  3.6	-1.5	2	15	6	0.5	-3	-6	2.0

Retrieved by structure from the list above (3):
Results follow in this order: V1aR counter	IMP-1 inhibitor	GPR7 antagonist	PHOSPHO1 inh	HCV NS3 hel inh	VIM-2 inh	FID counter	GalR3 antagonist	OXTR ag
52) CC1(C)CC(=O)c2c(O)cc(OCc3ccc(Br)cc3)cc2O1
  1.0	-2.1	-1	-13	-1	-0.7	0	-8	0.4
53) CN(CCOc1ccc(-c2ccn(S(=O)(=O)c3ccc(Cl)cc3)n2)cc1)c1ccccn1
  -0.1	-3.2	19*	-8	-18	-0.3	-2	-6	0.1
55) O=C(CSc1nc(C2CC2)nc2ccccc12)Nc1cccc(O)c1
  3.6	-1.5	2	15	6	0.5	-3	-6	2.0
